TNAP act hiacc: activators of human TNAP at high phosphate acceptor concentration; purified TNAP, CDP-star luminescence, 1 M DEA, 30 min; hits give high values; 0 = EDTA background, 1 = DMSO-only activity; 200,000 tested, under 10 active; AID 1136; P05186; activation factor at 20 µM;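 active = activation factor at least 2 at 20 µM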
Target sequence (P05186 whole entry, looked up): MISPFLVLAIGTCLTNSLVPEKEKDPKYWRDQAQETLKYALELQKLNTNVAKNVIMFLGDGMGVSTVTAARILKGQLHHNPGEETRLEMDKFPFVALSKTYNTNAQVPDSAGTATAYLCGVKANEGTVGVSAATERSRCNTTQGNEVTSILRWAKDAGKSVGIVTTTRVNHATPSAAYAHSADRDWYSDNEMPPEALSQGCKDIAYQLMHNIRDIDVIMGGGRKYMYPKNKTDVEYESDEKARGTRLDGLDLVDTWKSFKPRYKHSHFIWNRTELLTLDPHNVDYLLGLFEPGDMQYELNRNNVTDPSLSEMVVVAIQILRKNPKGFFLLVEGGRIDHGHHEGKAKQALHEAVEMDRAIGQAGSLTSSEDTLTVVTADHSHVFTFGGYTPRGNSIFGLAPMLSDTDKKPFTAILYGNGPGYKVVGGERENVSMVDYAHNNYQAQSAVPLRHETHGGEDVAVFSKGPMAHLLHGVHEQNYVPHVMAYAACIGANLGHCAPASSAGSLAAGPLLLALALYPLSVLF
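Test system – human TNAP · Doses – 20 µM single point · Incubation – 30 min, room temperature · Signal – luminescent substrate turnover signal · Read-out basis – activation factor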
PMI act satM6P: activators of human phosphomannose isomerase at near-saturating mannose 6-phosphate; P34949; coupled PMI enzyme assay, resazurin fluorescence, 20 min; hits give high values; 1 = untreated enzyme, 0 = substrate-free blank; activation factor at 20 µM; 190,000 tested, 0.34% active; AID 1216;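 active = activation factor of 2 or more at 20 µM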
Target sequence (P34949 whole entry, looked up): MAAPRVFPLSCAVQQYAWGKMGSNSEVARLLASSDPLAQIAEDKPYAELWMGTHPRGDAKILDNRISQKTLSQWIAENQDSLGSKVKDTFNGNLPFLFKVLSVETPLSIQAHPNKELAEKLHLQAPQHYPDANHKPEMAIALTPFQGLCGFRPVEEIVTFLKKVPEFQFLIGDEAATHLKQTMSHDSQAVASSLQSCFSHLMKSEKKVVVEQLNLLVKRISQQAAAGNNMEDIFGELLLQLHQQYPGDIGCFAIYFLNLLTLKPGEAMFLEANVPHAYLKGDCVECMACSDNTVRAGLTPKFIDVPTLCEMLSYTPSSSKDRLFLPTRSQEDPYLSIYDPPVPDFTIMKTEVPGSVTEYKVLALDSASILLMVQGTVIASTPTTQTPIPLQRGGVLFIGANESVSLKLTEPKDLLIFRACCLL
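Test system: human phosphomannose isomerase with PGI, G6PDH, diaphorase coupling enzymes / Doses: 20 µM compound, 1% DMSO / Times: enzyme reaction with compound 20 min at room temperature / Measured by: Diaphorase-driven resazurin-to-resorufin fluorescence, excitation 544, emission 590 nm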
TNAP inh no acc: inhibitors of human TNAP without phosphate acceptor. P05186. purified TNAP, CDP-star luminescence, 30 min. inhibition, % at 20 µM. 200,000 tested, 0.26% active;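 active = tissue-nonspecific alkaline phosphatase inhibition above about 50% at 20 µM in the single-dose screen, limit read from the data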;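 note: 0% = DMSO negative control and 100% = EDTA positive control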
Diaph inh CS: inhibits diaphorase or chemically oxidizes, flagging diaphorase assay artifacts | diaphorase resazurin-to-resorufin fluorescence, NADH, 16 min; bacterial (C. kluyveri) enzyme, not human | inhibition, % at 20 µM | 190,000 tested, 0.69% active | AID 1217;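 active = primary screen inhibition at 20 µM above a set limit, cut at about 50% in these data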;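 note: plate controls were DMSO with full reaction for no effect and wells lacking NADH for full effect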
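System: Diaphorase enzyme from Clostridium kluyveri | Amount: Enzyme working solution with 0.14 U/mL diaphorase | Benchmarks: No-NADH positive control and DMSO neutral control | Signal: Fluorescence of resorufin formed from resazurin, Ex 544/Em 590 nm | Schedule: 16-min room-temperature incubation before reading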
PMI act: phosphomannose isomerase (human) activation; purified human PMI, coupled resazurin fluorescence, 20 min; hits give high values; 1 = vehicle control, 0 substrate-free wells; activation factor at 20 µM; P34949; 190,000 tested, 0.005% active; AID 1214;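 active = activation factor of 2 or more at 20 µM, relative to plate controls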
bIAP inhibitor: blocks bovine intestinal alkaline phosphatase activity. AID 1019. inhibition, % at 20 µM. purified bovine IAP, CDP-star luminescence, 30 min. 190,000 tested, under 10 active;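 active = over 50% inhibition of intestinal alkaline phosphatase at 20 µM in the single-dose screen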
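System: purified bovine intestinal alkaline phosphatase (IAP) enzyme; Input: IAP diluted 1/65,000,000 in the well; Measured by: CDP-star luminescence signal; Compound dosing: 20 µM single dose; Incubation: 30 min reaction at room temperature.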
Diaph act CS: activates diaphorase or chemically reduces, flagging diaphorase assay artifacts; Diaphorase/resazurin coupled assay, resorufin fluorescence, 16 min; hits give high values; 1 = vehicle wells, 0 = NADH-free wells; activation factor at 20 µM; 190,000 tested, 0.005% active;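 active = diaphorase activity raised at least twofold by the compound at 20 µM; inactive = activation factor below 2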
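Material: Purified diaphorase enzyme from Clostridium kluyveri | Buffer or medium: 50 mM HEPES pH 7.4 with 4.542 mM MgCl2, 0.005% Tween 20 | Times: 16 min enzyme reaction, ambient temperature | Signal: Red resorufin fluorescence at 544/590 nm excitation/emission | Measure: Increased resorufin signal from activators or reducing compounds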
TNAP inh hi DEA: inhibitors of human TNAP at high phosphate acceptor concentration | 200,000 tested, 0.03% active | purified TNAP, CDP-star luminescence, 1 M DEA | P05186 | inhibition, % at 20 µM;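 active = over 50% inhibition of tissue-nonspecific alkaline phosphatase at 20 µM in the single-dose screen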;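 note: plate controls were DMSO wells for no effect and EDTA-quenched wells as full inhibition for full effect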
Lmaj promast: Leishmania major promastigote growth inhibition | Leishmania major promastigotes, resazurin fluorescence viability | inhibition, % at 10 µM | 200,000 tested, 9% active; in the data active = inhibition above about 50%;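 note: promastigotes grown with compound for 44 hours at 28 °C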
bIAP activator: intestinal alkaline phosphatase (bovine) activation; purified bovine IAP, CDP-star luminescence, 30 min; hits give high values; fold of DMSO-control signal, blank-subtracted; activation factor at 20 µM; 200,000 tested, 0.17% active; AID 1016;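 active = activation factor of 2 or more at 20 µM, a signal rise over negative controls twice the positive control's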
* = called active by the depositor; x = no result given.

SMILES	TNAP act hiacc	PMI act satM6P	TNAP inh no acc	Diaph inh CS	PMI act	bIAP inhibitor	Diaph act CS	TNAP inh hi DEA	Lmaj promast	bIAP activator
CC(C)(C)c1ccc(CSc2nnc(-c3ccccc3NC(=O)c3ccccc3)o2)cc1	1	0.8	-3	21	0.9	50	0.8	-2	34	0.5
Cn1c(SCC(=O)NNC(=O)Cc2ccccc2)nnc1-c1ccccc1	1	1	-93	9	1	-8	0.9	-3	-5	1.1
COc1ccc(S(=O)(=O)Nc2cccc(F)c2)cc1C	1.1	1	-11	14	0.9	3	0.9	-5	65*	1
Fc1ccccc1COc1cccc(/C=N/n2cnnc2)c1	1	1	-8	8	1	39	0.9	-5	0	0.6
CCOC(=O)c1sc2nc(CC(=O)OC)nc(N3CCN(c4ccccn4)CC3)c2c1C	1	0.9	3	24	1	-2	0.8	0	24	1
Cc1c(C)c2ccc(OCC(=O)N(C)C)c(C)c2oc1=O	1.1	1	-13	12	0.9	12	0.9	-7	-1	0.9
CCOC(=O)N1CCN(C(=O)c2oc3ccc(S(=O)(=O)N4CC(C)CC(C)C4)cc3c2C)CC1 (centres undefined)	1.1	0.9	-6	25	0.9	-3	0.8	-5	40	1
[O-]C1=N/[N+](=C/c2ccc(Cl)c(Cl)c2)CC1	1.1	1	-10	15	0.9	0	0.8	-6	4	1
Cc1cc(C)n2c(SCc3ccc(C#N)cc3)nnc2n1	1	1	-10	-5	1	-10	1.1	-2	-3	1.1
COC(=O)NNC(=S)Nc1ccc(Br)cc1	1	1	-32	14	0.9	5	0.9	-2	-4	0.9
CC(=O)Nc1ccc(C(=O)OCC(=O)c2ccc(C)c([N+](=O)[O-])c2)cc1	1	0.9	-8	19	0.9	1	0.8	-1	58*	1
Cn1c(=O)c(NCCc2ccccc2)c2c3c(cccc31)C(=O)c1ccccc1-2	0.9	0.9	16	18	0.9	x	0.8	6	8	0.5
Cn1c(=O)c(=O)n(C)c2cc(S(=O)(=O)N3CCN(c4ccc(F)cc4)CC3)ccc21	0.9	0.9	0	9	0.9	2	0.9	5	-4	1
Cc1onc(-c2c(F)cccc2Cl)c1C(=O)OCN1C(=O)c2ccccc2C1=O	1	0.9	-8	26	0.9	26	0.7	-4	-8	0.7
Nc1nc2c(s1)CC(c1ccccc1)CC2 (centres undefined)	1.1	0.9	-3	7	1	6	0.9	-9	3	0.9
Cc1ccc(OCC(=O)Nc2ccc(N3CCN(C(=O)c4ccc(C)cc4)CC3)cc2)cc1	1	1	-6	3	1	7	1	-1	7	0.9
Cc1c(CNC(=O)c2c([N+](=O)[O-])cnn2C)cnn1C	1	0.9	-4	9	1	-4	0.9	-2	-5	1
CCCS(=O)(=O)N1CCCC(c2nc(-c3ccc(OC)cc3)no2)C1 (centres undefined)	1	1.1	5	11	1.1	6	0.9	-3	-4	0.9
Cn1c(=O)n(C)c2cc(/C=C3/SC(=O)N(CC(=O)N4CCOCC4)C3=O)ccc21	1	1	-9	6	1	13	0.9	-2	10	0.9
CC1CCCCN1C(=O)CSc1nc2ccccc2[nH]1 (centres undefined)	1.1	1	-31	12	0.9	0	0.9	-6	2	1
Cc1ccc(-c2nnn(CC(=O)Nc3ccc4nn(-c5ccccc5)nc4c3)n2)o1	1.1	0.9	-16	8	1.1	10	0.9	-8	1	0.9
COC(=O)c1ccc2[nH]c(C)cc(=O)c2c1	1	0.9	-9	10	1	9	0.9	-3	1	0.9
O=C(C1CCCCC1)N1CCCc2ccccc21	1.1	0.9	-16	16	1	7	0.8	-7	-1	0.9
CC1(C)CC(=O)c2ccc(O)cc2O1	1	1.1	-4	-9	1.1	4	1.1	1	-6	1
Cc1[nH]nc(Sc2ccccn2)c1[N+](=O)[O-]	1	0.9	21	4	0.9	24	1	0	4	0.8
O=C(CN1CCN(c2ccccc2)CC1)Nc1ccccc1Cl	1.1	0.9	-5	5	1	-14	1	-6	8	1.1
O=C(NCc1ccncc1)c1cc(C(=O)C2CCCCC2)c[nH]1	1	1	-5	0	1.1	-16	1	3	-6	1.2
O=C(c1cc(-c2cccc(O)c2)on1)N1CCN(C(c2ccccc2)c2ccccc2)CC1	1	0.8	-8	28	0.8	11	0.7	1	8	0.9
CO/N=C/C(=N\Nc1ccc(C)cc1)C(=O)c1ccc(OC)cc1	1	0.9	-3	12	0.9	17	0.9	2	8	0.8
CS(=O)(=O)N1CCC(C(=O)Nc2ccc(F)cc2F)CC1	1	1.2	-8	-8	1.1	3	1.1	-1	-8	1
COc1ccnc(Oc2ccc(F)cc2)c1C(=O)N/C=N/OCc1ccc(F)cc1	1	1	1	11	1	4	0.9	3	-1	1
CC(=O)CCc1oc2ccc([N+](=O)[O-])cc2c1-c1ccc(C)o1	1	1.1	-4	25	1.1	12	0.7	0	0	0.9
COc1ccc(CC(=O)NNC(=O)CSc2nc(C)c(C)c(=O)[nH]2)cc1	1	1	16	6	1	-21	0.9	-4	-2	1.2
CCOCCc1nnc(NC(=O)CSc2ccccc2)s1	1	0.9	-8	4	0.9	3	1	-1	1	1
Cc1cc(C)n(-c2ccc(C(=O)NCc3cccs3)cc2)n1	1.1	1	-15	1	1	12	1	-6	1	0.9
CC(CC1C(C#N)=C(N)OC2=C1C(=O)CCC2)c1ccccc1 (centres undefined)	1	0.9	-11	10	0.9	11	0.9	1	3	0.9
NS(=O)(=O)c1ccc(CNC(=O)CC23CC4CC(CC(C4)C2)C3)cc1	1	1	-14	9	1	17	0.9	-2	-2	0.8
Cn1nccc1C(=O)N1CCc2ccccc21	1	1	-3	-1	1.1	5	1	4	-7	1
Cc1ccc(CSc2nnc(-c3ccncc3)n2C)cc1	1	1.1	-5	1	1	11	1	-4	1	0.9
CC(C)(C)c1ccc(Cn2c(=N)n(CC(O)c3ccco3)c3ccccc32)cc1 (centres undefined)	1.1	1	-28	-13	1	-57	1.1	-6	100*	1.6

Reformatted in markdown: 2 of the compounds above.
| canonical_smiles | TNAP act hiacc | PMI act satM6P | TNAP inh no acc | Diaph inh CS | PMI act | bIAP inhibitor | Diaph act CS | TNAP inh hi DEA | Lmaj promast | bIAP activator |
| --- | --- | --- | --- | --- | --- | --- | --- | --- | --- | --- |
| Cc1ccc(-c2nnn(CC(=O)Nc3ccc4nn(-c5ccccc5)nc4c3)n2)o1 | 1.1 | 0.9 | -16 | 8 | 1.1 | 10 | 0.9 | -8 | 1 | 0.9 |
| CO/N=C/C(=N\Nc1ccc(C)cc1)C(=O)c1ccc(OC)cc1 | 1 | 0.9 | -3 | 12 | 0.9 | 17 | 0.9 | 2 | 8 | 0.8 |

Complete entries, quoted from the list:
`CC1(C)CC(=O)c2ccc(O)cc2O1` is listed with TNAP act hiacc: 1; PMI act satM6P: 1.1; TNAP inh no acc: -4; Diaph inh CS: -9; PMI act: 1.1; bIAP inhibitor: 4; Diaph act CS: 1.1; TNAP inh hi DEA: 1; Lmaj promast: -6; bIAP activator: 1
`O=C(NCc1ccncc1)c1cc(C(=O)C2CCCCC2)c[nH]1` is listed with TNAP act hiacc: 1; PMI act satM6P: 1; TNAP inh no acc: -5; Diaph inh CS: 0; PMI act: 1.1; bIAP inhibitor: -16; Diaph act CS: 1; TNAP inh hi DEA: 3; Lmaj promast: -6; bIAP activator: 1.2

More structures:
SMILES	TNAP act hiacc	PMI act satM6P	TNAP inh no acc	Diaph inh CS	PMI act	bIAP inhibitor	Diaph act CS	TNAP inh hi DEA	Lmaj promast	bIAP activator
Cc1cc(N)ccc1N1CCCC1	0.9	0.7	6	14	0.6	14	0.9	6	58*	0.9
CCOC(=O)c1c(C)[nH]c(C=C2C(=O)CCCC2=O)c1O	1	0.8	4	20	1	-38	0.8	-1	-7	1.4
Cc1ccc(/C=C/C(=O)OCC(=O)NCCN2C(=O)CSC2=O)o1	1	0.9	-25	8	1	5	0.9	-2	3	0.9
COC(=O)c1cc(OC)c(OC)cc1NC(=O)CN1CCCCC1	1	1	-6	2	1	9	1	0	5	0.9
COc1ccc(S(=O)(=O)Cc2ccc(C(=O)NC3CCCC3)o2)cc1	1	1	2	25	0.9	12	0.8	-4	-8	0.9
Cc1cc2c3nonc3ccc2n1C	1	0.9	-2	10	1	1	0.9	4	14	1
CSc1nnc(-c2ccc(S(=O)(=O)N3CCOCC3)cc2)n1CC1CCCO1 (centres undefined)	1	0.9	-7	16	0.8	5	0.8	-5	-2	0.9
COc1ccc(Cl)cc1C(=O)Nn1cnc2ccccc2c1=O	1.1	1.1	-3	5	1.1	3	1	-5	-8	1
Cc1sc(NC(=O)c2ccc(Cl)s2)c(C(N)=O)c1C	1	1	5	0	0.9	9	1	1	9	0.9
CCOC(=O)C1(O)CC(C)=NN1C(=O)c1cccc(Br)c1 (centres undefined)	1	1.1	-20	-3	1.1	-9	1	0	-9	1.1
CCc1nnc(NC(=O)C2CCCN2C(=O)Nc2ccccc2OC)s1 (centres undefined)	1	1	-2	8	1	7	0.9	4	-1	0.9
N#Cc1cc(-c2ccccc2)oc1NC(=O)c1ccccc1	1	1	2	17	1	13	0.8	-1	9	0.9
OCCn1c(C(F)(F)F)nc2ccccc21	1	1	-8	8	1	20	0.9	-2	-7	0.8
COc1ccc2c(c1OC)C(=O)N1c3ccccc3C(=O)N(c3ccccc3)C21 (centres undefined)	1.1	0.9	-9	22	0.8	3	0.8	-6	9	1
Cn1c(Cn2c(=O)sc3ccccc32)nnc1SCC(=O)Nc1ccc(F)cc1	1.1	0.9	-12	14	1	9	0.9	-6	-1	0.9
Nc1c(C(=O)N2CCCC2)sc2nc3c(cc12)CCCCCC3	1	1	-17	-6	0.1	-11	1.1	-2	22	1.1
Cc1c(NC(=O)c2ccc3ncccc3c2)c(=O)n(-c2ccccc2)n1C	1	0.9	-7	6	0.9	3	0.9	-3	-3	1
O=C(CNC(=O)c1ccc(N2C(=O)c3ccccc3C2=O)cc1)OCC(=O)c1ccccc1	1.1	1.1	-10	-6	1.2	8	1.1	-6	62*	0.9
CC1=C(C#N)C(=O)N(C)C(C)(C)C1	1.1	0.9	-11	22	0.8	14	0.8	-8	-6	0.9
Cc1cc(C(=O)OC(C)C(=O)Nc2cccc(S(=O)(=O)N3CCOCC3)c2)c(C)o1 (centres undefined)	1	0.9	-10	20	0.8	-6	0.8	-5	100*	1.1
COc1ccc(/C=N/OCC(=O)NCc2cccs2)c(OC)c1	1	1	-4	3	0.9	-14	1	0	-3	1.1
CCOC(=O)c1ccc(N=c2sc(C(=O)OC)cc(=O)n2-c2ccc(C(=O)OCC)cc2)cc1	1	1	-5	15	1	21	0.9	-4	100*	0.8
CC(C)(C)c1cc(NC(=O)c2cccc([N+](=O)[O-])c2)no1	1	1	-10	2	1	4	1	-4	1	1
COC(=O)C1=CN(c2cccc(C)c2)C=C(C(=O)OC)C1c1cc(OC)c(O)c([N+](=O)[O-])c1	0.9	0.9	3	19	0.9	16	0.8	7	2	0.8

Screening data: PubChem BioAssay, several laboratories
